Screening data from PubChem.
MOR-DOR inv ag – inverse agonists of MOR-DOR heterodimerization, primary screen, cell-based, luminescence | Mu-type opioid receptor (Homo sapiens) + Delta-type opioid receptor (Homo sapiens), … | cell-based MOR-DOR heterodimer luminescence, inverse agonism | inhibition, % at 9.3 µM | 340,000 compounds, 0.21% hits | AID 504357, 2011; in the data active = inhibition above about 22%, passing the limit was not always enough;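 note: 0% = cells with DMSO and 100% = wells without cells with DMSO; values of inactives mirror those of a sister screen read the other way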
Target sequence (P35372 whole entry, looked up): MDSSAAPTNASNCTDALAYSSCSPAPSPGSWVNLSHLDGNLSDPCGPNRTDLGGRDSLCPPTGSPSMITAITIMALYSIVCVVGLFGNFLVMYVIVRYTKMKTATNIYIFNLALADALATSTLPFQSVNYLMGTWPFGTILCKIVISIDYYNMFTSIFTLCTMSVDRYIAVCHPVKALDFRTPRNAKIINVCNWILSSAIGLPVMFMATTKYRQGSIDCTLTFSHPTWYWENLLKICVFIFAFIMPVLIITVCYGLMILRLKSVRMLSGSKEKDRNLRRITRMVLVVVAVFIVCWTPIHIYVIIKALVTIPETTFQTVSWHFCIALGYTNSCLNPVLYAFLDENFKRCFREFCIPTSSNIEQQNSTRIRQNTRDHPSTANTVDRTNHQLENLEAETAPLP
Target sequence (P41143 whole entry, looked up): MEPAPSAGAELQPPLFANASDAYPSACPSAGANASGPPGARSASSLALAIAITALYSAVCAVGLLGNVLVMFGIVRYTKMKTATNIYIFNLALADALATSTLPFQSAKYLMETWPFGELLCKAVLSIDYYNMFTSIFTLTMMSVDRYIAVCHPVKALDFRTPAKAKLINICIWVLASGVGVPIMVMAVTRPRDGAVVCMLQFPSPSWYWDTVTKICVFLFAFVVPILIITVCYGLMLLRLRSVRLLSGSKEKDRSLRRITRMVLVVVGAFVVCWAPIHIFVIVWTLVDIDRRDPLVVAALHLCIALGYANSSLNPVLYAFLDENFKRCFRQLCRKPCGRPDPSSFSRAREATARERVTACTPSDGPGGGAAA
HTR5A ag – HTR5A agonists in luminescence cell assay, primary screen, counter-screen for OPRM1-OPRD1 heterodimer agonist project, full-deck HTS; activation, % at 9.3 µM; 5-hydroxytryptamine receptor 5A (Homo sapiens), P47898; AID 504692, 2011; cell-based; 340,000 compounds, 0.61% hits; in the data active = activation mostly above about 9.5%, no sharp cut-off; inactive = mostly below about 7.6%;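 note: 0% = cells with vehicle only and 100% = reference agonist; strong numbers were not always called active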
PKA-R2B act – activators of PKA-R2B holoenzyme, primary screen, biochemical, fluorescence polarization, Cy5-IP20, human. PKA-R2B holoenzyme dissociation; R2B truncated from residue 108, S112A mutant; 0% DMSO only, 100% 113 µM cGMP. 340,000 compounds, 0.079% hits. activation, % at 11.4 µM;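 active = activation above a cutoff set at the mean over all compounds plus 3 SD, cut at about 18% in these data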;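 note: higher means more holoenzyme dissociation and a rise in polarization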
Arr AP2 block – inhibitors of beta-arrestin/AP2 binding, primary screen, biochemical, GPCR trafficking, flow cytometry. beta-arrestin 1 C-terminal peptide binding to AP2 beta2-adaptin appendage (human). FITC-arrestin peptide / GST-AP2 beads; AP2 beta2 appendage carries R879A mutation. inhibition, % at 10 µM. 340,000 compounds, 0.31% hits;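 active = inhibition above a set limit, near 3 SD of compounds lacking own fluorescence, cut at about 54% in these data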;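 note: plate controls were DMSO wells for no effect and 5 µM unlabelled arrestin peptide for full effect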
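system = GST-tagged AP2 beta2-adaptin appendage (R879A) on 4 µm glutathione beads | reagent = FITC-labelled arrestin peptide probe, 50 nM final | schedule = compound with beads 12 min RT, then probe 1 h RT | signal = HyperCyt-sampled flow cytometry, FL1 channel, ex 488/em 535 nm | read-out = percent response from loss of bead-bound FITC fluorescence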
OPRM1-OPRD1 ag – agonists of OPRM1-OPRD1 heterodimerization, primary screen, cell-based, luminescence | Mu-type opioid receptor (Homo sapiens) + Delta-type opioid receptor (Homo sapiens), … | cells | activation, % at 9.3 µM | 340,000 compounds, 0.3% hits | AID 504326, 2011; in the data active = activation above about 18%;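 note: 0% = vehicle-treated cells and 100% = reference agonist; values of inactives mirror those of a sister screen read the other way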
PKA-R1A act – activators of PKA-R1A holoenzyme, primary screen, biochemical, fluorescence polarization, Cy5-IP20, bovine R1A, mouse PKAc; activation, % at 11.4 µM; PKA-R1A dissociation; scaled: DMSO 0%, 113 µM cGMP 100%; cAMP-dependent protein kinase type I-alpha regulatory subunit (Bos taurus) + …; 340,000 compounds, 0.083% hits;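 active = percent activation above the mean of all tested compounds plus 3 SD, cut at about 19% in these data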;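 note: higher means more PKAc released from R1A so a rise in polarization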
HTR5A inv ag – HTR5A inverse agonists in luminescence cell assay, primary screen, counter-screen for OPRM1-OPRD1 heterodimer inverse agonist project, full-deck HTS | HTR5A cell line, inverse agonism | inhibition, % at 9.3 µM | 340,000 compounds, 0.083% hits; in the data active = inhibition mostly above about 23%, no sharp cut-off; inactive = mostly below about 18%;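 note: 0% = cells with DMSO and 100% = no-cell wells with DMSO; some compounds called inactive have numbers as strong as hits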
DAGLB inhibitor – DAGLB lipase inhibitors, primary screen, biochemical, fluorescence, HTS. Diacylglycerol lipase-beta (Homo sapiens), Q8NCG7. HEK293T DAGLB membrane lysate, EnzChek fluorogenic substrate. inhibition, % at 5.17 µM. 340,000 compounds, 0.059% hits; in the data active = inhibition above about 34%;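 note: 0% = enzyme with vehicle and 100% = wells lacking enzyme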
Pemphigus Ab inh – inhibitors of pemphigus antibody binding to DSG3, primary screen, biochemical, bead-based, flow cytometry, scFv-GFP; 310,000 compounds, 0.48% hits; binding (percent of control), % at 10 µM; Desmoglein-3 (Homo sapiens), P32926; DSG3-coupled beads, scFv-anti-DSG3-GFP binding; stronger effect = lower value; AID 588358, 2011;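 active = binding more than 3 SD below its plate's average and above zero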; note: some compounds called inactive have numbers as strong as hits
V-ATPase pH – regulators of yeast V-ATPase proton pumping, primary screen, pHLuorin cytosolic pH fluorescence; response, % at 10 µM; S. cerevisiae; 350,000 compounds, 0.37% hits; in the data active = response mostly above about 7.3%, no sharp cut-off; inactive = mostly below about 5.4%; note: actives read high; inactives centre near 0; some compounds called inactive have numbers as strong as hits; reference of the scale not given here
Starred values were filed as active, the others as inactive; · = not tested or not shown.

SMILES	MOR-DOR inv ag	HTR5A ag	PKA-R2B act	Arr AP2 block	OPRM1-OPRD1 ag	PKA-R1A act	HTR5A inv ag	DAGLB inhibitor	Pemphigus Ab inh	V-ATPase pH
CCOc1ccc(NC(=O)CN(C)C(=O)c2ccc(OCc3ccccc3)c(OC)c2)cc1OCC	4	3	-3	11	-0.6	-13	-17	-1	99	-6
c1csc(Cc2nn3c(-c4n[nH]c5c4CCC5)nnc3s2)c1	8	-3	-15	-12	-1.4	15	0	-2	102	-1
Cc1ccc(S(=O)(=O)CCC(=O)OCC(=O)NCCc2ccc(S(N)(=O)=O)cc2)cc1	7	8	9	1	-1.8	-7	-20	1	·	-3
COc1cc2c(cc1OC)CN(CC(O)c1ccccc1)CC2 (configuration not stated)	3	2	-42	22	-0.4	-9	-6	-3	105	-6
Cc1cccc(C)c1NC(=S)N(Cc1ccco1)C1CCN(C(C)C)CC1	-1	2	-3	13	0.1	0	-8	0	102	0
CCCCC[C@H](O)/C=C/[C@@H]1[C@@H](C/C=C\CCCC(=O)O)[C@H]2CO[C@@H]1C2	8	1	8	16	-1.4	-8	18	0	115	-1
CCOc1cc(C(=O)Nc2ccc(NC(C)=O)cc2)ccc1OCC(=O)N1CCCCC1	-5	2	-4	4	0.8	1	1	2	85	2
COc1ccccc1NC(=O)COC(=O)CCS(=O)(=O)c1ccc(C)cc1	3	1	-3	0	-0.6	-1	-25	1	113	1
CC(C(N)=O)N1C(=O)C2C3C=CC(C3)C2C1=O (configuration not stated)	13	-4	5	9	-2.5	5	-18	-1	96	5
C[C@H](NS(=O)(=O)c1ccccc1F)C(=O)OCC(=O)Nc1ccc2c(c1)OCCO2	-2	-3	7	-8	0.4	0	12	1	128	-4
CC(C)(C)c1ccc(C(=O)NC(=S)NCc2cccnc2)cc1	-17	3	-1	-10	3.8	-7	-12	-2	108	3
O=[N+]([O-])c1cccc(S(=O)(=O)NC2CC3CCC2C3)c1 (configuration not stated)	2	0	4	4	-0.5	8	-1	0	89	-1
CC(=O)N1CC(=O)N(c2ccccc2)C1=O	14	0	-4	12	-3.0	-6	-2	-3	93	-2
CCn1nccc1C(=O)Nc1cccc(C)c1C	3	1	-7	14	-0.5	-4	11	0	109	-2
CCCCC(=O)NCCc1cc2c(OC)ccc(OC)c2[nH]c1=O	15	-2	2	2	-3.3	-2	0	0	·	0
Cc1ccc(OCC(=O)Nc2ccc3c4c(cccc24)CC3)c(C)c1	12	2	16	1	-2.5	2	8	-14	116	-1
CCN(CC)S(=O)(=O)c1ccc2c(c1)nc(SCC(=O)NCC1CCCO1)n2CC (configuration not stated)	16	0	-1	-6	-3.3	-11	13	1	97	4
CCSc1nnc(NC(=O)CN(C)S(=O)(=O)c2ccc(F)cc2)s1	2	1	-10	-1	-0.3	5	13	0	101	-1
CCC(C)[C@H](NC(=O)NCc1ccc(S(N)(=O)=O)cc1)C(=O)O (some centres not stated)	2	2	-2	-5	-0.4	-12	-27	-1	90	2
CC(C)(C)NS(=O)(=O)c1ccc(CCC(=O)NCc2ccc3c(c2)OCO3)cc1	-6	11	-12	-8	0.9	-2	-29	2	103	-2
Cc1ccccc1NC(=O)NC1(C(=O)N2CCOCC2)CCCCC1	-11	0	5	12	2.4	2	14	-1	·	6
O=C(O)CC1(CC(=O)Nc2ccc(Cl)cc2C(=O)c2ccccc2)CCCC1	5	2	-1	-1	-0.9	-7	-39	0	100	3
O=C(CN1CCN(S(=O)(=O)c2ccc(Cl)cc2)CC1)Nc1ccc2c(c1)OCCO2	7	-1	-14	-10	-1.6	5	28	-3	108	4
COc1cc2c(ccc3cc(OC)c(OC)c(O)c32)cc1O	14	4	-8	4	-2.8	-1	25	-1	93	-1
Cc1ccc(S(=O)(=O)N(C)c2ccc(OCC(=O)Nc3cccc(-n4cnnn4)c3C)cc2)cc1	11	-3	0	20	-2.1	-7	9	2	99	-1
Carrying on.
SMILES	MOR-DOR inv ag	HTR5A ag	PKA-R2B act	Arr AP2 block	OPRM1-OPRD1 ag	PKA-R1A act	HTR5A inv ag	DAGLB inhibitor	Pemphigus Ab inh	V-ATPase pH
CC(C)(C)NC(=O)CN(C(=O)CS(=O)CC(=O)Nc1ccc(F)cc1)c1ccccc1F (configuration not stated)	-3	-3	-8	2	0.5	4	-13	-4	100	0
CCOC(=O)c1ccc(-c2ccc(/C=C(\C#N)C(=O)NCC3CCCO3)o2)cc1 (configuration not stated)	1	2	-11	3	-0.1	5	-6	0	103	0
COc1ccc(OC)c(NC(=O)CNC(=O)c2cccs2)c1	6	-2	4	-3	-1.3	8	5	0	102	-3
CCOC(=O)N1CCC(NC(=O)c2cc3ccccn3n2)CC1	2	-1	2	11	-0.3	7	21	11	100	1
COc1cccc(-n2nnc3c(=O)n(Cc4ccc(C)cc4)cnc32)c1	17	-2	-11	0	-3.2	-14	6	-17	96	-1
CCCc1cnc(N2CCN(C(=S)NC)CC2)nc1	20	3	2	14	-4.2	-8	-19	0	·	0
CN(C(=O)NC1CC(=O)N(c2ccc3c(c2)OCCO3)C1)c1ccccc1 (configuration not stated)	18	1	-6	28	-3.4	1	-2	-1	103	-2
Cc1c(NC(=O)C(C)OC(=O)c2ccccc2O)c(=O)n(-c2ccccc2)n1C (configuration not stated)	15	9	1	-5	-3.6	1	-23	0	113	-1
O=C(C1CCCO1)N1CCC(c2nc3ccccc3[nH]2)CC1 (configuration not stated)	4	6	-3	-7	-0.7	7	-14	1	107	-2
COC(=O)c1ccc(OC(=O)CCN2c3ccccc3Sc3ccccc32)cc1	-12	3	-9	-3	1.7	0	-4	2	102	-2
O=C1N=C2SCCN2/C1=C\c1ccccc1Cl	13	1	-12	3	-2.2	3	3	1	102	1
CC(C)c1[nH]nc2c1C(C1C=CCCC1)C(C#N)=C(N)O2 (configuration not stated)	1	8	1	11	-0.2	-2	5	1	112	-8
CCOC(=O)c1cc2sccc2n1CC(=O)N1CCc2ccccc21	1	11	0	16	-0.1	-7	2	-9	104	6
O=C1c2ccccc2C(=O)N1OCc1c(F)cccc1Cl	8	0	-1	8	-1.4	-1	-1	1	99	1
COc1ccc(CNC(=O)C(c2ccc(C)o2)N(C(=O)c2csnn2)c2ccc(C(C)C)cc2)cc1 (configuration not stated)	4	-3	2	-5	-0.7	-9	0	-3	98	-1
CCN(CC(=O)Nc1cccc(OC)c1)c1ncnc2sc(C)c(C)c12	11	1	-4	0	-2.0	2	11	-8	98	-3
CCCC(C(=O)NC(C)(C)CC)N(CC1CCCO1)C(=O)CNS(=O)(=O)c1ccc(F)cc1 (configuration not stated)	-17	0	-10	20	2.0	-9	0	1	90	-4
N#Cc1cccc(NC(=O)COC(=O)c2ccccc2C(=O)c2ccc(Cl)c([N+](=O)[O-])c2)c1	-5	-5	5	31	1.0	-4	13	3	96	1
Cn1cc([N+](=O)[O-])c(C(=O)Nc2sc3c(c2C#N)CCC3)n1	22	2	-8	-6	-4.1	-11	-7	2	101	1
CC(=O)c1c(C)[nH]c(C(=O)COC(=O)CCCOc2ccccc2)c1C	-5	2	-3	5	1.0	-4	-5	0	90	-5
O=C(CN1CCN(Cc2cccc(Cl)c2)C1=O)NCc1ccccn1	23	6	-11	17	-4.4	-4	-18	-1	99	4
COc1ccc(Cn2nnnc2C(c2cccs2)N2CCCCCC2)cc1 (configuration not stated)	-4	3	5	4	0.6	3	7	-16	101	0
Cc1[nH]c2ccccc2c1C(=O)COc1ccccc1	-2	-3	-8	7	0.2	3	9	-2	101	2
O=C(COc1ccc([N+](=O)[O-])cc1)N(Cc1cccs1)C1CCS(=O)(=O)C1 (configuration not stated)	17	-2	-12	-7	-3.3	-4	9	1	·	2
Cc1cccc(C)c1OCC(O)CNS(=O)(=O)c1ccccc1C(=O)N1CCCCC1 (configuration not stated)	-1	-5	3	37	0.2	-2	11	-2	105	2
Further compounds:
SMILES	MOR-DOR inv ag	HTR5A ag	PKA-R2B act	Arr AP2 block	OPRM1-OPRD1 ag	PKA-R1A act	HTR5A inv ag	DAGLB inhibitor	Pemphigus Ab inh	V-ATPase pH
COC(=O)[C@H](CC(C)C)NC(=O)N1CCCCC1	8	-6	2	10	-1.5	-13	-19	3	94	8
O=C(CCCn1c(=O)c2sccc2n(Cc2cc(=O)n3ccccc3n2)c1=O)NCc1ccco1	17	7	2	6	-3.4	-8	-20	-2	102	-1
O=C(C[C@H]1C[C@H](C(=O)N2CCOCC2)[C@@]2(CCC3CCCC3)c3[nH]c4cc(-c5ccco5)ccc4c3CCN2C1=O)NCCC1=CCCCC1	0	1	8	-9	-0.1	0	-2	6	100	1
CC(=O)Nc1ccc(NC(=O)C/C(C)=N/NC(=O)c2cccc3ccccc23)cc1	-8	5	5	2	1.0	6	-14	1	98	0
Cc1cc(C)n2c(SC(C)C(=O)NC3(C#N)CCCCC3)nnc2n1 (configuration not stated)	4	0	-2	17	-1.1	-8	-3	1	99	3
COc1ccc(-c2c(C)n([O-])c3c([n+]2=O)CCCCC3)cc1OC	10	0	-5	-4	-2.0	-3	-47	2	119	5
O=C(NCc1cccs1)C1CCN(C(=O)NCc2ccccc2)CC1	8	6	-3	10	-1.4	3	-17	0	·	-3
CCOC(=O)C1(CCc2ccccc2)CCN(C(=O)Cc2nonc2C)CC1	-20	-1	1	1	3.9	6	4	-1	99	1
CC(NC1CCCCC1)C(=O)NN=C(c1ccccc1)c1ccccc1 (configuration not stated)	-12	1	1	1	2.3	-8	-3	-3	103	1
CC(C)n1cc2c(N)ncnc2n1	10	-4	2	24	-2.0	11	14	2	94	3
CCN(c1cc(C)cc(C)c1)S(=O)(=O)c1nnc(NC(=O)C(C)C)s1	2	6	3	-6	-0.3	-5	-23	4	105	-5
COC(=O)CSc1nnc(CNC(=O)c2ccccc2F)n1-c1ccc(F)cc1	11	-1	1	28	-2.3	-2	3	-1	119	11

One compound at a time, as listed above.
Profile of `O=C(NCc1cccs1)C1CCN(C(=O)NCc2ccccc2)CC1` : MOR-DOR inv ag = 8; HTR5A ag = 6; PKA-R2B act = -3; Arr AP2 block = 10; OPRM1-OPRD1 ag = -1.4; PKA-R1A act = 3; HTR5A inv ag = -17; DAGLB inhibitor = 0; Pemphigus Ab inh = ·; V-ATPase pH = -3
Profile of `CC(NC1CCCCC1)C(=O)NN=C(c1ccccc1)c1ccccc1` (configuration not stated) : MOR-DOR inv ag = -12; HTR5A ag = 1; PKA-R2B act = 1; Arr AP2 block = 1; OPRM1-OPRD1 ag = 2.3; PKA-R1A act = -8; HTR5A inv ag = -3; DAGLB inhibitor = -3; Pemphigus Ab inh = 103; V-ATPase pH = 1
